BCR signal inh = qHTS Assay to Find Inhibitors of Chronic Active B-Cell Receptor Signaling | ABC-DLBCL IkBa-CBG/CBR reporter, luminescence ratio, 4 h | Potency, µM (titrated, usually from 46.1 µM), without a hit: at the top dose ratio change, negative = lower green/red ratio, usual class: inhibitors | hit rate 0.05% among 340,000 | AID 493014, 2011; active = well fitted inhibition curve with a large enough effect in the signal ratio, with a control signal flat, not every such curve was filed as active; inconclusive = small, poorly fitted or top-dose-only effect, or effect the other way, or a change in a side signal; the % refers to the signal ratio;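 note: potency is the fitted concentration of half-maximal effect; plate controls were basal doxycycline-induced cells for no effect and cells given 10 µM MG132 for full effect; MG132 reads +100%, hits lower the ratio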
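Doxycycline induced both beetle luciferases in TMD8 lymphoma cells; IKK-driven degradation limits the IkappaBalpha-fused green signal, while red luminescence normalises for cell number and nonspecific effects. Compounds tested up to 46 uM, 4 hrs.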
TSHR antagonist = Antagonists of the Thyroid Stimulating Hormone Receptor: HTS campaign; Thyrotropin receptor (Homo sapiens), P16473; TSHR-expressing cells, TSH-stimulated cAMP HTRF, 2 h; active compounds read low; activity change, negative = inhibition, % at 11.5 µM; hit rate 0.2% among 330,000; AID 504810, 2011;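 active = activity change below a set negative limit, meaning inhibition stronger than a set level, cut at about -70% in these data; inconclusive = activity change between two set negative limits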; note: % is set by controls: 0 for no effect and ±100 for the full control effect
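Antagonism was scored as loss of TSH-driven cAMP in TSHR cells, stimulated with 4nM TSH (EC80) for 2 hours at 37 deg C and detected by homogeneous HTRF competition immunoassay.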
uPA surface inh = qHTS for Inhibitors of Cell Surface uPA Generation; Potency, µM (titrated, usually from 38.3 µM), for the others: at the highest dose activity change, negative = inhibition, actives largely listed as inhibitors; hit rate 0.31% among 330,000; cell surface uPA generation assay, qHTS; active = well fitted inhibition curve with a large enough effect; inconclusive = small, poorly fitted or top-dose-only effect; inactive = no such curve, though single readings can be large or run the other way; tested in mouse RAW 264.7 cells; note: potency is the fitted concentration of half-maximal effect; % is set by controls: 0 for no effect and ±100 for the full control effect; nearly all actives have a fitted effect of over 55% in size
USP2a inh = qHTS Assay for Inhibitors of Ubiquitin-specific Protease USP2a Using CHOP2 as the Reporter. Ubiquitin carboxyl-terminal hydrolase 2 (Homo sapiens), O75604. USP2 core, Ub-CHOP2 coupled fluorogenic reporter, 485/531. Potency, µM (doses to about 38.3 µM), for inactives: at the highest dose activity change, negative = inhibition, actives largely listed as inhibitors. hit rate 0.01% among 330,000;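 note: potency is the fitted concentration of half-maximal effect; plate controls were DMSO wells for no effect and full inhibition by NEM control for full effect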
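Deubiquitinase activity read as fluorescence (485/531 nm) after Ub-CHOP2 cleavage activates the enterokinase reporter on its substrate; USP2 core 10nM, Ub-CHOP2 and substrate 25nM each, 30min compound preincubation then 60min RT; data normalized to NEM, curves fitted.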
TCR act = Activators of T cell receptors: qHTS campaign; primary human leukocytes, anti-CD3, IL-2 HTRF, 48 h; Potency, µM (doses to about 9.22 µM), without a hit: top-dose activation of IL-2 secretion, most hits filed as activators; 330,000 tested, under 10 active; AID 504894, 2011; note: % of control where 0% means no effect
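Primary human leukocytes were stimulated with a-CD3 beads plus compounds for 48 hr without co-stimulation; secreted IL-2 was quantified by HTRF using a-IL-2-K (europium cryptate) and a-IL-2-d2, excited at 320nm with acceptor emission read at 665nm.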
Tb PFK inh = qHTS Assay to Find Inhibitors of T. brucei phosphofructokinase | hit rate 0.17% among 330,000 | T. brucei PFK, ADP-Glo luminescence | ATP-dependent 6-phosphofructokinase (Trypanosoma brucei brucei), O15648 | Potency, µM (highest dose often 57.5 µM), without a hit: at the top dose activity, negative = inhibition, most hits filed as inhibitors | AID 485367, 2010;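 note: potency is the fitted concentration of half-maximal effect; 0% = uninhibited 1x PFK enzyme wells and -100% = no-enzyme wells; nearly all actives have a fitted effect of over 60% in size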
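Luminescent ADP detection (ADP-Glo, two-step: ATP depletion then ADP-to-ATP conversion for luciferase) reported PFK activity after 45 min room-temperature reaction of 1.25 nM enzyme with 0.5 mM F6P and 0.1 mM ATP at pH 8.0.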
Mito fusion yeast = qHTS Assay for Small Molecule Inhibitors of Mitochondrial Division or Activators of Mitochondrial Fusion. Potency, µM (doses to about 46.1 µM), without a hit: at the highest dose growth rescue (activation), usual class: activators. S. cerevisiae fusion-defective mutant growth rescue, CellTiterGlo 48 h. hit rate 0.23% among 320,000. AID 485298, 2010;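 note: potency is the fitted concentration of half-maximal effect; % of control where 0% means no effect; nearly all actives have a fitted effect of over 45% in size; temperature-sensitive fusion mutants such as fzo1-1 at 37 °C on non-fermentable ethanol glycerol medium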
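Luminescent cell viability in 1536-well qHTS format served as the measure of rescued growth in ts fusion-mutant S. cerevisiae cultured on non-fermentable YPEG for 48 hours at 37C.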
PTAP TSG101 blk = qHTS Assay for Iinhibitors of HIV-1 Budding by Blocking the Interaction of PTAP/TSG101. Potency, µM (highest dose often 115 µM), for inactives: at the top dose activity change, negative = inhibition, usual class: inhibitors. AID 493005, 2010. Fluorescence polarization, FITC-PTAP peptide / Tsg101 binding. 340,000 tested, under 10 active. Tumor susceptibility gene 101 protein (Homo sapiens), Q99816; active = well fitted inhibition curve with a large enough effect in the main read-out, with a control signal flat, not every such curve was filed as active; inconclusive = small, poorly fitted or top-dose-only effect, or effect the other way, or a change in a side signal; inactive = no such curve, though single readings can be large or run the other way; note: potency is the fitted concentration of half-maximal effect; % of control where 0% means no effect
Target sequence (Q99816 whole entry, looked up): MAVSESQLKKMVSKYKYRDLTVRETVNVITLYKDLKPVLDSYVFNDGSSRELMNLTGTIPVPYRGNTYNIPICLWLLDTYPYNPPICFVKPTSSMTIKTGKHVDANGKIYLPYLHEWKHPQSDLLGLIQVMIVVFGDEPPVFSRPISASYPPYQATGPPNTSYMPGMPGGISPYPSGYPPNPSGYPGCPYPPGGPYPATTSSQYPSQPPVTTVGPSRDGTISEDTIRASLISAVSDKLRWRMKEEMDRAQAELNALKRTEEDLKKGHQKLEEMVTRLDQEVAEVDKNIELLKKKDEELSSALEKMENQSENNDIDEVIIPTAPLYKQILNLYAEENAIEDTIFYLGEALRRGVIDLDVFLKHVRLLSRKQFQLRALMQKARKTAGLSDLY
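Compounds were pin-transferred onto Tsg101 binding domain (10 uM final) in HEPES pH 7.5 buffer, then FITC-PTAP peptide was added at 50 nM final. After 20 min at RT, polarization reported peptide displacement across a qHTS concentration series.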
ELG1 repair inh = qHTS screen for small molecules that inhibit ELG1-dependent DNA repair in human embryonic kidney (HEK293T) cells expressing luciferase-tagged ELG1; HEK293T ELG1-luciferase reporter, luminescence, 16 h; DNA damage induced by 5-fluorouridine; Potency, µM (series often up to 46.1 µM), without a hit: at the top dose activity change, negative = inhibition, most hits filed as inhibitors; hit rate 2.3% among 330,000; AID 504467, 2011; note: potency is the fitted concentration of half-maximal effect; % is set by controls: 0 for no effect and ±100 for the full control effect; nearly all actives have a fitted effect of over 55% in size
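Reporter activity after DNA damage by 5-fluorouridine is monitored. Compound-treated cells incubate 16 hr at 37 °C, then ONE-Glo is added for 30 min before luminescence reading.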
Eya2 phos inh = qHTS Assay for Inhibitors of the Phosphatase Activity of Eya2; Protein phosphatase EYA2 (Homo sapiens), O00167; recombinant Eya2, OMFP fluorescence dephosphorylation (OMFP is methylfluorescein phosphate); Potency, µM (highest dose often 76.9 µM), for inactives: top-dose activity, negative = inhibition, usual class: inhibitors; hit rate 0.006% among 330,000; note: potency is the fitted concentration of half-maximal effect; % is set by controls: 0 for no effect and ±100 for the full control effect
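Eya2 (0.2 uM) preincubated 10 min at ambient with compound, then OMFP substrate added at 50 uM; 10 min reaction in 50 mM HEPES pH 7.5, 50 mM NaCl, 5 uM MgCl2, 0.05% BSA, 1 mM DTT. Fluorescence read at Ex 485/Em 525 nm.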
B2AR arrestin = qHTS assay of beta-arrestin-biased ligands of beta2-adrenergic receptor | hit rate 0.02% among 330,000 | Potency, µM (series often up to 46.1 µM), for inactives: at the top dose activation, usual class: activators | AID 492947, 2010 | beta-arrestin recruitment to beta2AR, cell-based reporter;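 note: potency is the fitted concentration of half-maximal effect; 0% = DMSO controls and full agonism = EC100 isoproterenol or metaproterenol; nearly all actives have a fitted effect of over 65% in size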
Target sequence (P07550 whole entry, looked up): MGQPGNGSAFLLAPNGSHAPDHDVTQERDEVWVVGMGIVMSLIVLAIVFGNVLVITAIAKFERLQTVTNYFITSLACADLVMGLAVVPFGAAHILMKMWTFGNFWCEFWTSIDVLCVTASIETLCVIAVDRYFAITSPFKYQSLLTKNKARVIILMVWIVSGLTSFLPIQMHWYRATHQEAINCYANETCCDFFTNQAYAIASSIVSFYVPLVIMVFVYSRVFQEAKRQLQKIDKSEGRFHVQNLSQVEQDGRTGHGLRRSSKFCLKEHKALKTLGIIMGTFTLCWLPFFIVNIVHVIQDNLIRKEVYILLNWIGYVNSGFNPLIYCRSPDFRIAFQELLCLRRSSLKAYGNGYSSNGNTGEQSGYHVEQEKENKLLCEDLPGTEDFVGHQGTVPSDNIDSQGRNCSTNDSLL
* marks the source's active call; other numbers are inactive results; u = inconclusive; x = not tested or not shown; [ ] = remark or other dose. Unless noted, calls come from the whole dose curve; as a rule, active = well fitted curve in the direction sought with a large enough effect; inconclusive = small, poorly fitted or top-dose-only effect, or another doubt; inactive = no such curve, though single readings can be large; an effect the other way counts as inactive or inconclusive.

Every second line gives: BCR signal inh	TSHR antagonist	uPA surface inh	USP2a inh	TCR act	Tb PFK inh	Mito fusion yeast	PTAP TSG101 blk	ELG1 repair inh	Eya2 phos inh	B2AR arrestin
> O=C(NCc1ccco1)c1cc([N+](=O)[O-])ccc1N1CCCCC1
  1%	15	-18%	0%	0%[46.1 µM]	-1%	2%	-11%	u	-10%	1.1%
> Cc1nn(-c2ccccc2)c(C)c1C(=O)OCC(N)=O
  -5%	3	-2%	0%	-4%	1%	0%	-5%	11%	4%	0.0%
> COc1ccc(S(=O)(=O)N(C)C)cc1NC(=O)CSC(C)C(=O)Nc1cc(C)on1 (stereo unspecified)
  -6%	-17	5%	2%	1%	0%	-2%	-8%	11%	-6%	-3.5%
> CCOc1ccc(NC(=O)Cn2nnc(-c3ccccc3F)n2)cc1
  -1%	3	-3%	-1%	-6%	-6%	0%	1%	7%	21%	-0.1%
> CCOc1ccc(NC(=S)N(CCc2c(C)[nH]c3ccc(C)cc23)Cc2cccnc2)cc1
  0%	3	2%	-2%	2%	1%	19%	-1%	u	-2%	-0.3%
> CCCCNC(=O)Nc1ccccc1C(=O)NCCC
  u	-3	6%	3%	2%[46.1 µM]	-2%	-1%	-4%	-6%	8%	-0.4%
> CS(=O)(=O)NCc1ccc(C(=O)NCCOc2ccccc2)cc1
  -1%	0	x	0%	-10%	-3%	-4%	-8%	u	-2%	0.4%
> Cc1c(NC(=O)CSc2nc(N)cc(N)n2)c(=O)n(-c2ccccc2)n1C
  0%	16	1%	0%	6%	-3%	1%	-1%	11%	-11%	0.1%
> COc1ccc(CN2C(=O)c3ccccc3C2C(=O)NC2CCC(C)CC2)c(OC)c1 (stereo unspecified)
  -5%	-2	5%	0%	3%	-3%	7%	-5%	-21%	-13%	-0.3%
> COc1ccc(OCC(O)CNC(=O)Nc2ccc(C(C)(C)C)cc2)cc1 (stereo unspecified)
  -5%	-3	-7%	0%	-4%	0%	7%	-3%	u	1%	-0.7%
> CC(=O)c1sc(NC(=O)COc2ccc(C)c(C)c2)nc1C
  u	12	4%	3%	-3%[46.1 µM]	0%	-9%	-4%	0%	-1%	-1.7%
> CCc1nnc(NC(=O)c2ccc(Cl)nc2)s1
  u	-12	-6%	-3%	2%	-6%	-10%	-2%	u	-8%	0.2%
> Cc1nn(-c2ccccc2)c(Cl)c1/C=C1\C(=O)N(C)C(=S)N1C
  -3%	5	-12%	1%	-5%	-3%	-5%	-3%	u	-3%	-1.0%
> O=C(Nc1ccon1)c1nc[nH]c1C(=O)NCc1ccccc1
  u	11	-24%	-1%	-1%	1%	-19%	-2%	0%	-27%	0.1%
> COc1cc(C)c(C#N)c(OC)n1
  0%	10	-1%	0%	-15%	-4%	1%	-2%	1%	-6%	-0.6%
> O=C(NC1CCCCC1)C(c1ccco1)N(C(=O)c1csnn1)c1ccc(Cl)cc1 (stereo unspecified)
  u	-9	5%	0%	-3%	-7%	7%	-4%	-6%	8%	0.1%
> CC1CCN(c2nc3c(c(=O)[nH]c(=O)n3C)n2Cc2ccccc2Cl)CC1
  -16%	-21	0%	-1%	-9%[46.1 µM]	0%	13%	1%	-25%	-14%	3.2%
> CCn1c(/C=C/c2c[nH]c3ccccc23)nc2ccccc2c1=O
  u	-2	-1%	0%	0%	2%	-2%	-2%	u	-16%	0.1%
> Oc1c(C=Nc2ccccc2Cl)[nH]c2ccccc12
  u	-3	-5%	2%	-5%	0%	-3%	u	u	3%	-0.8%
> C(#CC1CCCC1)c1ccc2c(c1)COc1c3ccccc3nn1-2
  7%	-4	2%	4%	0%	-2%	21%	1%	u	6%	-0.5%
> Cc1cc(Br)c(NC(=O)CCl)c(Br)c1
  u	-3	-1%	0%	-7%[46.1 µM]	-20%	2%	0%	-19%	-1%	-0.4%
> O=C(CCN1CCN2CCCC2C1)N1c2ccccc2Sc2ccc(Cl)cc21 (stereo unspecified)
  -6%	-3	-5%	0%	4%	0%	-8%	-12%	5%	u	-0.2%
> CCC(C)(C)C(=O)Nc1ccc(C(N)=O)cc1
  -4%	3	1%	-1%	-2%	2%	1%	-2%	u	-3%	-0.1%
> CCCSc1nc(N)c2c3c(sc2n1)CN(C)CC3
  21%	3	1%	-2%	0%	1%	-2%	-4%	u	0%	0.0%
> CCC(/C=C1\Sc2ccc(OC)cc2N1CC)=C\c1sc2ccc(OC)cc2[n+]1CCCS(=O)(=O)[O-]
  u	-19	-15%	-3%	-21%	-27%	12%	u	u	-12%	-0.3%
> COc1ccc(N=C2NN=C(c3ccc4c(c3)OCCO4)CS2)cc1
  u	17	2%	1%	-13%	4%	-1%	-9%	14%	-31%	0.5%
> CSc1ncc(C(=O)O)n1-c1ccc(F)cc1
  2%	8	3%	0%	5%	0%	0%	-2%	u	9%	-0.3%
> O=C(Nc1cc2c(cc1[N+](=O)[O-])OCCO2)c1cccnc1
  7%	-12	-5%	-1%	-5%	-7%	x	-1%	u	3%	-0.5%
> CN1C(=O)NC(c2ccccc2)C2=C1CN(c1ccc3ccccc3c1)C2=O (stereo unspecified)
  -2%	-6	4%	1%	-84%	2%	1%	0%	19%	8%	-0.1%
> Cc1[nH]c2ccccc2c1/C=N/n1cnnc1
  -1%	12	5%	-1%	-3%	7%	1%	-2%	u	-7%	0.3%
> Cn1nc(C(=O)NNC(=O)c2ccccc2F)c2ccccc2c1=O
  -3%	-13	0%	3%	0%	4%	x	-1%	6%	4%	0.2%
> CCCn1c(N)c(C(=O)CSc2nnc(C3CC3)n2C2CC2)c(=O)[nH]c1=O
  u	14	3%	0%	-1%	0%	x	-1%	0%	-3%	-0.2%
> CCn1cc(CN2CCC(C(=O)Nc3ccc(Oc4cccnc4)cc3)CC2)cn1
  0%	4	-2%	-1%	4%	2%	-2%	x	16%	-19%	-0.8%
> Cc1cc(=O)[nH]c(SCC(=O)Nc2c(C)n(C)n(-c3ccccc3)c2=O)c1C#N
  5%	-6	u	0%	1%	0%	-1%	-5%	-1%	-14%	0.1%
> O=c1cc(Nc2ccc3c(c2)OCCO3)[nH]c(=O)n1-c1ccc(Cl)cc1
  -13%	-1	-7%	2%	1%	0%	-1%	0%	u	21%	0.1%
> COc1ccc(Cc2nnc(SCC(=O)Nc3ccccc3)[nH]c2=O)cc1
  1%	6	-4%	-3%	-1%	-3%	4%	-9%	27%	-11%	-0.5%
> Cc1ccc(-c2noc(CCC(=O)Nc3cc(C)ccn3)n2)cc1
  0%	-6	0%	-1%	0%	1%	0%	4%	10%	4%	-0.6%
> O=C(NCC(F)(F)F)Nc1ccccn1
  7%	-9	0%	2%	0%	-2%	3%	0%	15%	-7%	-1.1%
> O=C(Nc1ncc(S(=O)(=O)c2ccc([N+](=O)[O-])cc2)s1)c1cccc2ccccc12
  u	-82*	-2%	-2%	-8%[46.1 µM]	-4%	10%	4%	-12%	-16%	-1.1%
> C/C(N)=C(/C#N)C(=O)COC(=O)c1cccc(C)c1O
  u	1	10%	3%	2%	2%	1%	-2%	16%	13%	0.5%
> O=C(COC(=O)c1cc(=O)c2ccccc2o1)Nc1ccc2ccccc2c1
  -10%	-2	3%	1%	-9%[46.1 µM]	0%	-3%	-1%	21%	-7%	u
> O=C(/C=C/c1ccccc1)Nc1scc(-c2ccccc2)c1C(=O)O
  u	7	u	0%	-1%	-3%	8%	-4%	u	8%	-0.2%
> Cc1ccc(CNC(=O)CCc2nnc(Cc3ccc(-c4ccccc4)cc3)o2)o1
  -8%	15	-10%	0%	-13%	0%	0%	-5%	-16%	-4%	-1.0%

High-throughput results from PubChem.

Rows are unselected; overall some 3% were active at least once.
